SR-BI HDL uptake – inhibitors of SR-BI mediated HDL lipid uptake, primary screen, ldlA[mSR-BI] cells, fluorescence, single point. ldlA[mSR-BI] CHO cells, DiI-HDL uptake fluorescence, 3 h. inhibition, % at 12.5 µM. actives 0.96% (n = 320,000);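 active means mean replicate inhibition of at least 70% and a set share of replicates each scoring 70 or more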;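 further: 0% = median of neutral control wells and 100% = median of positive control wells; values of inactives mirror those of a sister screen read the other way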
Target sequence (Q61009 whole entry, looked up): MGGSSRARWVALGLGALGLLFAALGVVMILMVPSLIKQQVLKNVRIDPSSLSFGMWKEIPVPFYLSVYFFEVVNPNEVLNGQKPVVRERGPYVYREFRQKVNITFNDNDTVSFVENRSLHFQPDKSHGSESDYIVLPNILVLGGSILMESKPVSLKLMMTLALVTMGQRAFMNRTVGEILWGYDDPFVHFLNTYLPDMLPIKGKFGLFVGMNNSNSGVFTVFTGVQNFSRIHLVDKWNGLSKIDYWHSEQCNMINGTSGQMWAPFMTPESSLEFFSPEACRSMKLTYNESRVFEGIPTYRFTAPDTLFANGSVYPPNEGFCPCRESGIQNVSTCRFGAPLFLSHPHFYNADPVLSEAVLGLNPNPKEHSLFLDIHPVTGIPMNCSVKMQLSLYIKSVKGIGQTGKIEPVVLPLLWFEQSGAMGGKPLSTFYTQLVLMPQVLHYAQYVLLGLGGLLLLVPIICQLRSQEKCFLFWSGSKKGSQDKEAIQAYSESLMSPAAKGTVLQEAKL
CAL PDZ FP-1 – CAL PDZ peptide-binding inhibitors, primary screen, biochemical, fluorescence polarization, Cer-tagged CAL PDZ, HTS. AID 504414, 2011. purified CAL PDZ, TMR-peptide fluorescence polarization, 1 h. inhibition, % at 20 µM. actives 0.02% (n = 330,000);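 active means highest replicate inhibition of at least 40%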;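 further: plate controls were DMSO neutral control wells for no effect and unlabeled competitor peptide control wells for full effect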
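Assay system – tagged CAL PDZ protein CerCALP, purified · Timing – 1 h at RT · Compound – single point, 20 µM · Measured by – fluorescence polarization from S- and P-plane intensities, G-factor corrected · Evaluation – inhibition from polarization loss · Probe or stimulus – TMR reporter peptide T*-PRC34 · Buffer or medium – pH 7.4 phosphate-saline buffer, reducing agent, detergent, IgG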
Wnt bcat act – Wnt/beta-catenin pathway activators, primary screen, cell-based, plate reader, single point. Wnt/beta-catenin reporter cell assay, activator. activation, % at 9.35 µM. actives 1.2% (n = 300,000). AID 743398, 2014; in the data active means activation above about 30%, passing the limit was not always enough;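 further: 0% = neutral control wells and 100% = positive control wells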
AddAB inh – growth inhibition of E. coli expressing H. pylori AddAB, primary screen, AddAB inhibitor project, absorbance; inhibition, % at 11.9 µM; actives 0.29% (n = 330,000); in the data active means inhibition above about 12%;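 further: 0% = vehicle wells of infected cells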
CAL PDZ FP-2 – untagged CAL PDZ binding inhibitors, primary screen, biochemical, fluorescence polarization, HTS; Golgi-associated PDZ and coiled-coil motif-containing protein (Homo sapiens), Q9HD26; inhibition, % at 24.9 µM; purified CAL PDZ, TMR-peptide fluorescence polarization, 1 h; AID 602252, 2012; actives 0.92% (n = 300,000);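 active means mean inhibition of at least 30% with at least half of replicates also reaching 30%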;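 further: 0% = DMSO neutral control and 100% = excess unlabeled competitor peptide PRC23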
MITF act – activators of MITF-driven TRPM1 promoter reporter, primary screen, cell-based, SK-MEL-5, luciferase, single point; SK-MEL-5 TRPM1-promoter luciferase, 24 h; % of positive control, neutral wells = 0; activation, % at 12.5 µM; actives 0.75% (n = 300,000);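 active means mean activation of at least 80% with every replicate also reaching 80%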;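 further: 0% = neutral control wells and 100% = parthenolide positive control wells; values of inactives mirror those of a sister screen read the other way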
Tat export inh – E. coli Tat export inhibitors, primary screen, MC4100, TorA-mCherry reporter, fluorescence, single point. inhibition, % at 10 µM. actives 0.036% (n = 340,000);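 active means mean replicate inhibition at least 50% and at least half of replicates individually reaching 50%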;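 further: exported cargo escapes ClpAP degradation while cytoplasmic cargo is degraded and loses fluorescence; 0% = median of neutral control wells and 100% = median of NaSCN control wells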
phage Ecoli inh – growth loss of phage-infected E. coli, primary screen, RecBCD inhibitor project, absorbance, with phage, HTS; inhibition, % at 11.9 µM; actives 0.26% (n = 360,000); AID 651602, 2012; in the data active means inhibition above about 11%
SR-BI uptake up – activators of SR-BI mediated DiI-HDL uptake, primary screen, ldlA[mSR-BI] CHO cells, DiI fluorescence; activation, % at 12.5 µM; 3 h; 100 = double the neutral-control signal; AID 504775, 2011; actives 0.096% (n = 320,000);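 active means mean replicate activation of at least 60% and every replicate at or above 60%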;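 further: 0% = median plate neutral-control signal and 100% = twice that signal; values of inactives mirror those of a sister screen read the other way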
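material = CHO ldlA[mSR-BI] cells | medium = Ham's F12 with 0.5% BSA, HEPES 25 mM, pH 7.4 | reagent = fluorescent DiI-HDL, 10 µg/mL final | compound dosing = single-point compound dose | incubation = 3 h, 37 °C | measured by = bottom-read fluorescence, 550/595 nm | measure = HDL uptake via cellular fluorescence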
Ecoli viability – E. coli V3065 growth inhibition, primary screen, counter-screen for AddAB inhibitor project, absorbance, OD600 | inhibition, % at 11.9 µM | actives 0.27% (n = 330,000) | 18 h | AID 449728, 2010;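 active means inhibition above the campaign's mean inhibition across all tested compounds plus 3 SD, cut at about 9.9% in these data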;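 further: uninfected addAB+ strain grown without phage in ampicillin broth; 0% = DMSO wells and 100% = ciprofloxacin 0.95 µg/ml wells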
Active calls of the source: *; x = not tested or not shown.

SMILES	SR-BI HDL uptake	CAL PDZ FP-1	Wnt bcat act	AddAB inh	CAL PDZ FP-2	MITF act	Tat export inh	phage Ecoli inh	SR-BI uptake up	Ecoli viability
O=C(CSc1nnnn1-c1cccnc1)Nc1cccc(Cl)c1	-12.5	-1.7	-1.3	3.7	-1.8	3.0	-2.2	1.3	12.5	-0.4
Cc1nc(CN(C)C(=O)c2cc(COc3ccc4ncccc4c3)on2)cs1	2.8	-0.8	-0.7	-0.4	2.6	-11.1	-1.0	2.3	-2.8	1.3
CC(C)(C)c1nnc(NS(=O)(=O)c2ccc([N+](=O)[O-])cc2)s1	-16.2	-0.6	3.1	x	-4.1	x	1.5	3.3	16.2	x
CC(C)c1ccc(OCC(=O)N(c2ccccn2)C2CCCCC2)cc1	-16.9	-1.8	x	1.9	-28.0	-1.5	3.2	5.1	16.9	1.8
CCOc1cc(N2CCOCC2)c(OCC)cc1NC(=O)COC(=O)CCOc1ccc(C)cc1	-36.0	-1.1	15.7	-3.1	0.6	-0.8	10.8	1.1	36.0	1.4
COc1ccc(OCC(O)CN2C(=O)c3ccccc3S2(=O)=O)cc1 (stereo not drawn)	-5.3	-2.2	-2.5	1.6	-6.3	x	-11.6	2.3	5.3	1.3
O=C(Nc1ccc(N2CCOCC2)c(Cl)c1)c1ccccc1Cl	42.8	-0.6	16.3	0.5	-3.7	57.0	4.6	4.4	-42.8	1.6
Cc1cccc(Nc2nc(N)c([N+](=O)[O-])c(N3CCOCC3)n2)c1	-14.6	-1.8	-1.2	0.7	x	9.8	-4.6	3.9	14.6	2.3
O=C(Cc1ccc(S(=O)(=O)N2CCOCC2)s1)NCCOc1ccccc1F	0.1	-2.2	-2.1	-1.0	0.3	3.3	-8.3	5.9	-0.1	-1.2
CC1(C)CC(=O)C=C(NCCCN2CCCC2=O)C1	-9.6	-0.7	x	0.5	-5.3	x	4.0	2.6	9.6	-1.5
CC(CN1CCOCC1)OC(=O)c1ccccc1Cl (stereo not drawn)	-5.6	0.9	2.3	1.8	3.4	9.7	-2.9	2.2	5.6	-2.1
NS(=O)(=O)c1ccc(CCN2C(=O)/C(=C\c3ccc(Cl)cc3)SC2=S)cc1	-1.8	0.6	-7.8	0.2	x	7.3	7.1	1.0	1.8	-0.3
C[C@@H]1O[C@@H](OC[C@@H]2O[C@H](Oc3c(-c4ccc(O)cc4)oc4cc(O)cc(O)c4c3=O)[C@@H](O)[C@H](O)[C@H]2O)[C@H](O)[C@H](O)[C@H]1O	-23.3	-0.6	17.4	-2.1	-4.6	10.2	-0.3	2.1	23.3	-1.1
O=C(N/C=C/c1ccco1)OCc1ccccc1	-3.9	0.1	-0.7	2.4	-2.6	48.2	-4.8	-1.7	3.9	-1.4
O=C1CC(c2cccc(Br)c2)C2=C(COC2=O)N1 (stereo not drawn)	-3.2	-1.7	-0.2	0.8	4.8	6.9	16.1	3.9	3.2	0.5
CCOC(=O)c1cc(-c2ccc(Cl)cc2)nc2c1c(C)nn2CCC#N	53.2	-2.3	x	1.9	-1.8	-0.6	-3.8	1.9	-53.2	0.0
Cn1c(=O)c2c(nc(Sc3ncnn3CC(=O)NC(C)(C)C)n2C)n(C)c1=O	-2.3	-0.3	-1.2	-1.3	-2.5	-1.7	11.5	3.1	2.3	-1.5
COc1ccc(C2C3=C(CC(C)(C)CC3=O)Oc3ncn(Cc4ccccc4)c(=N)c32)cc1 (stereo not drawn)	-7.9	-1.4	x	1.0	-2.6	-4.7	-1.2	1.2	7.9	-1.9
CCCNc1c(NS(=O)(=O)c2ccc(OC)c(OC)c2)c(=O)oc2ccccc12	-35.5	-2.7	x	3.2	x	-3.7	-8.3	x	35.5	0.9
Cc1ccc(C(=O)Nc2cccc3[nH]c(C(F)(F)F)nc23)cc1	-10.3	-1.4	0.5	2.4	-8.8	-6.5	5.5	0.4	10.3	-0.3

10 successive records from above:
SMILES	SR-BI HDL uptake	CAL PDZ FP-1	Wnt bcat act	AddAB inh	CAL PDZ FP-2	MITF act	Tat export inh	phage Ecoli inh	SR-BI uptake up	Ecoli viability
CC(CN1CCOCC1)OC(=O)c1ccccc1Cl (stereo not drawn)	-5.6	0.9	2.3	1.8	3.4	9.7	-2.9	2.2	5.6	-2.1
NS(=O)(=O)c1ccc(CCN2C(=O)/C(=C\c3ccc(Cl)cc3)SC2=S)cc1	-1.8	0.6	-7.8	0.2	x	7.3	7.1	1.0	1.8	-0.3
C[C@@H]1O[C@@H](OC[C@@H]2O[C@H](Oc3c(-c4ccc(O)cc4)oc4cc(O)cc(O)c4c3=O)[C@@H](O)[C@H](O)[C@H]2O)[C@H](O)[C@H](O)[C@H]1O	-23.3	-0.6	17.4	-2.1	-4.6	10.2	-0.3	2.1	23.3	-1.1
O=C(N/C=C/c1ccco1)OCc1ccccc1	-3.9	0.1	-0.7	2.4	-2.6	48.2	-4.8	-1.7	3.9	-1.4
O=C1CC(c2cccc(Br)c2)C2=C(COC2=O)N1 (stereo not drawn)	-3.2	-1.7	-0.2	0.8	4.8	6.9	16.1	3.9	3.2	0.5
CCOC(=O)c1cc(-c2ccc(Cl)cc2)nc2c1c(C)nn2CCC#N	53.2	-2.3	x	1.9	-1.8	-0.6	-3.8	1.9	-53.2	0.0
Cn1c(=O)c2c(nc(Sc3ncnn3CC(=O)NC(C)(C)C)n2C)n(C)c1=O	-2.3	-0.3	-1.2	-1.3	-2.5	-1.7	11.5	3.1	2.3	-1.5
COc1ccc(C2C3=C(CC(C)(C)CC3=O)Oc3ncn(Cc4ccccc4)c(=N)c32)cc1 (stereo not drawn)	-7.9	-1.4	x	1.0	-2.6	-4.7	-1.2	1.2	7.9	-1.9
CCCNc1c(NS(=O)(=O)c2ccc(OC)c(OC)c2)c(=O)oc2ccccc12	-35.5	-2.7	x	3.2	x	-3.7	-8.3	x	35.5	0.9
Cc1ccc(C(=O)Nc2cccc3[nH]c(C(F)(F)F)nc23)cc1	-10.3	-1.4	0.5	2.4	-8.8	-6.5	5.5	0.4	10.3	-0.3

Following part
SMILES	SR-BI HDL uptake	CAL PDZ FP-1	Wnt bcat act	AddAB inh	CAL PDZ FP-2	MITF act	Tat export inh	phage Ecoli inh	SR-BI uptake up	Ecoli viability
O=C(O)c1c[nH]c2ccc(S(=O)(=O)N3CCN(c4ccc(F)cc4)CC3)cc2c1=O	-26.8	-0.1	-0.5	-3.4	0.3	-3.8	-17.2	3.8	26.8	-3.2
Cn1nnnc1Sc1ncnc2scc(-c3ccc4c(c3)OCO4)c12	8.0	-3.1	-7.3	3.6	-1.7	-29.4	12.1	3.2	-8.0	-1.7
CCCN(C(=O)CSc1ccccc1C(=O)O)C1CCS(=O)(=O)C1 (stereo not drawn)	-30.9	-1.2	-3.1	-1.5	x	-2.4	2.5	-0.5	31.0	-1.1
C=CCO/N=C/C1=C(O)C(C(=O)OC)C(C)(C)CC1=O (stereo not drawn)	-13.1	0.3	0.7	5.4	0.5	3.6	-15.1	3.2	13.1	1.7

Compound activity from PubChem.
